OXTR ag = human OXTR agonism. CHO-OTR cells, Fluo-8 calcium fluorescence; normalized: DMSO 0%, oxytocin 100%. activation, % at 3 µM. 320,000 compounds, 0.32% hits;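 active means activation above the mean of all tested compounds plus 3 SD, cutoff set per screening run, cut at about 20% in these data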;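 further: peak over basal fluorescence ratio from a 100 s FLIPR kinetic read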
Target sequence (P30559 whole entry, looked up): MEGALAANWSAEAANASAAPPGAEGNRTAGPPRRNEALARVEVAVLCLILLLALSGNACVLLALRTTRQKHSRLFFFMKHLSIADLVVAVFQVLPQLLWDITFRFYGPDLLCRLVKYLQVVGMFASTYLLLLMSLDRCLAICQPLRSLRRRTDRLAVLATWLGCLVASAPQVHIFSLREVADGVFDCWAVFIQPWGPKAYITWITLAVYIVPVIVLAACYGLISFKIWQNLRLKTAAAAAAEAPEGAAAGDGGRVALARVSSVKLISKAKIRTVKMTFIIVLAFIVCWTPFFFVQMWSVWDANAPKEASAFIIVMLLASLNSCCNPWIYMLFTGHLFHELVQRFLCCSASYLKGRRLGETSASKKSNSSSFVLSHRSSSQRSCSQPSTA
V1aR counter = activates human V1a receptor in oxytocin agonist counter-screen | activation, % at 3 µM | AID 2797 | P37288 | CHO-V1R cells, Fluo-8 calcium fluorescence, agonist mode; 0% DMSO, 100% 3 nM vasopressin | 320,000 compounds, 0.25% hits;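 active means activation above the mean activation of all tested compounds plus 3 SD, per screening run, cut at about 20% in these data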;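 further: signal is peak over basal fluorescence ratio across a 100 second FLIPR read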
Target sequence (P37288 whole entry, looked up): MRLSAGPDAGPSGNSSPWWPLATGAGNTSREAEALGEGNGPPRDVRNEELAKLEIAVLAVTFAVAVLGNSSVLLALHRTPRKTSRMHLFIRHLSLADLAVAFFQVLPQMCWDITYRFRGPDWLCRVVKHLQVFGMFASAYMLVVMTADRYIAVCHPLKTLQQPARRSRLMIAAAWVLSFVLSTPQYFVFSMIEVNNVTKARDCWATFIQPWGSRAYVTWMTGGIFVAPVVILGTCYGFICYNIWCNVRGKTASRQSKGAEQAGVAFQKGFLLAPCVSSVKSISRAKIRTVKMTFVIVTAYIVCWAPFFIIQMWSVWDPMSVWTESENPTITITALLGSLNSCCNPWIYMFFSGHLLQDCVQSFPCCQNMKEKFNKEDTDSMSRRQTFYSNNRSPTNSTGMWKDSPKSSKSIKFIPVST
GPR7 antag = human neuropeptides B/W receptor 1 antagonism. AID 1861. GPR7-expressing cells, fluorescence antagonist assay. inhibition, % at 4.4 µM. 290,000 compounds, 1.1% hits; in the data active means inhibition above about 16%, passing the limit was not always enough;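 further: cells stimulated with the agonist NPW; 0% = agonist with vehicle and 100% = vehicle without agonist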
M18AAP inhibitor = PfM18AAP enzyme inhibition; recombinant PfM18AAP, H-Glu-NHMec fluorogenic cleavage; inhibition, % at 7.35 µM; 290,000 compounds, 1.2% hits; AID 1822;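 active means inhibition above the campaign mean inhibition over all tested compounds plus 3 SD, cut at about 28% in these data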;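 further: 0% = plate median of test compound wells and 100% = 2 mM ZnCl2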
MEKK2mut PB1 HTS = signal of MEK5 binding to mutant human MEKK2 PB1 domain. bead flow cytometry, Alexa488-MEK5 binding to MEKK2 mutant. percent response, % at 10 µM. 290,000 compounds, 0.35% hits. AID 1530; in the data active means percent response above about 24%, passing the limit was not always enough; further: inactives centre near 1; some results filed as inactive read as strong as hits
GalR3 antag = antagonists of human GalR3 | HEK293 GalR3-CNG cAMP membrane potential fluorescence; galR3 body fused to GalR1 C-terminus | 360,000 compounds, 0.44% hits | O60755 | inhibition, % at 3 µM;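 active means inhibition above the screen-wide average plus 3 SD, cut at about 13% in these data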;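 further: forskolin and galanin both at EC90 stimulate the cells; cAMP rise reported by CNG channel membrane potential dye signal; 0% = forskolin plus galanin with DMSO and 100% = forskolin alone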
Target sequence (O60755 1-299 limits assumed): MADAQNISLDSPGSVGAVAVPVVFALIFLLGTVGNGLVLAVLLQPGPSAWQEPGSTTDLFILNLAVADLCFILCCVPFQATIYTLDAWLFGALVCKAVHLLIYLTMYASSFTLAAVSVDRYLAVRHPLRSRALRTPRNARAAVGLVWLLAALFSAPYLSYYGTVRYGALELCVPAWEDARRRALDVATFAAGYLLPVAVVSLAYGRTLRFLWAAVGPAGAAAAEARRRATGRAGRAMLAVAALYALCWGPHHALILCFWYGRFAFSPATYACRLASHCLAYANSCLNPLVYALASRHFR
NALP1 inh = blocks the NALP1 inflammasome reconstituted in yeast. S. cerevisiae NALP1/ASC/caspase-1 growth, X-gal OD620, 72 h. inhibition, % at 10 µM. 280,000 compounds, 0.61% hits; in the data active means inhibition mostly above about 24%, no sharp cut-off; inactive means mostly below about 32%; further: some compounds called inactive have numbers as strong as hits
MEKK2wt PB1 HTS = raises or lowers MEK5 binding to wildtype human MEKK2 PB1 domain | Q9Y2U5 | bead flow cytometry, Alexa488-MEK5 binding to MEKK2 WT; actives lie on both sides | binding response (% of control), % at 10 µM | 290,000 compounds, 1.1% hits; in the data active means binding response below about 67% or above about 130%
OXTR potentiate = potentiates the human oxytocin receptor response | P30559 | activation, % at 3 µM | CHO-OTR cells, Fluo-8 calcium fluorescence, potentiator mode; 0% = oxytocin EC15, 100% = EC100 | 320,000 compounds, 0.061% hits;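 active means activation above that plate's cutoff, the mean activation of tested compounds plus 3 SD, cut at about 6.6% in these data, passing the limit was not always enough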;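 further: 100% uses oxytocin at 75 nM as the full agonist control; some results filed as inactive read as strong as hits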
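Replication – single well per compound, singlicate · Assay system – CHO cell line stably expressing human OTR · Timing – 6 min pre-incubation, 100 s read · Measure – normalized max/min fluorescence ratio, % activation · Doses – 3.0 µM, one dose · Detection – Fluo-8 calcium dye fluorescence · Probe or stimulus – oxytocin near EC15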
The depositor's hits bear a star; . = no result given.

Values run as follows: OXTR ag	V1aR counter	GPR7 antag	M18AAP inhibitor	MEKK2mut PB1 HTS	GalR3 antag	NALP1 inh	MEKK2wt PB1 HTS	OXTR potentiate
[1] COc1ccc(CNC(=O)C(C)n2ccc3cc(S(=O)(=O)N4CCCCCC4)ccc32)cc1 (configuration not stated)
    17	3.1	5	-11	1	2	25	102	-13
[2] O=C(/C=C/c1cccc(Oc2ccccc2)c1)N1CCOCC1
    -0.5	6.0	-14	-4	-7	-2	5	92	-11
[3] CCN(CC)S(=O)(=O)c1ccc(NN=c2c(=O)c3ccccc3c2=O)cc1
    0.8	-0.6	-15	-12	12	-5	8	102	-3
[4] CCOc1ccc(C(C(=O)NCC2CCCO2)N(CCc2cccc(C)c2)C(=O)c2snc(C(N)=O)c2N)cc1 (configuration not stated)
    .	.	-28	1	-4	-10	12	101	.
[5] CC1(C)CC(=O)c2cc(NC(=O)c3ccccc3)c(=O)oc2C1
    0.0	1.3	1	-1	-2	-3	23	103	-3
[6] O=C(/C=C/C=C/c1ccc2c(c1)OCO2)N1CCCCC1
    -1.2	-0.8	.	.	.	-7	.	.	-3
[7] CN1CCN(S(=O)(=O)c2ccc(NC(=O)c3ccco3)cc2)CC1
    0.2	-0.1	-4	-2	-1	-5	23	100	-7
[8] COc1ccc(C2c3[nH]c4ccccc4c3C[C@H]3C(=O)N(c4ccccc4C(=O)N4CCC[C@@H]4C(=O)O)C(=O)N23)cc1 (some centres not stated)
    0.5	0.3	.	.	.	-1	.	.	1
[9] CC1CCN(C(=O)c2[nH]cnc2C(=O)Nc2ccc(Cl)cc2)CC1
    0.2	-0.3	.	.	.	-4	.	.	-1
[10] O=[N+]([O-])c1cccc(N/N=C/c2cccc(O)c2O)c1
    -1.0	-0.3	3	42*	-6	-5	-4	94	-4
[11] CC(=O)NC(=S)Nc1ccccc1C(=O)Nc1ccccc1
    -0.9	0.2	-7	15	5	1	3	103	-4
[12] CC1CCc2cc(F)ccc2N1C(=O)CSc1nnc(-c2cccs2)n1C (configuration not stated)
    0.2	0.6	9	-3	0	-2	6	100	0
[13] COc1ccccc1C1C=C(c2ccc(Cl)cc2)Nc2nc(NS(C)(=O)=O)nn21 (configuration not stated)
    1.5	1.7	-3	-1	8	.	36	104	-10
[14] COc1cc(/C=C2/C(=O)NN(c3ccc(Cl)cc3)C2=O)cc(OC)c1O
    5.5	1.9	13	19	7	-8	4	103	-10
[15] CN(CCc1ccccn1)C(=O)c1cccnc1Oc1ccccc1
    -0.2	0.6	-2	-1	-20	-6	.	99	2
[16] C=CCN(C(=O)c1csnn1)C(C(=O)NC1CCCCC1)c1ccc(Cl)cc1 (configuration not stated)
    -0.6	-0.2	0	-2	-3	-9	12	96	-11
[17] CC1CN(c2ccc([N+](=O)[O-])c(NCCOc3ccccc3)c2)CC(C)N1 (configuration not stated)
    24*	7.2	21	8	18	-13	6	170*	-15
[18] Cc1ccc(C(=O)NC(C)CCc2ccccc2)cc1S(=O)(=O)N1CCOCC1 (configuration not stated)
    -0.7	0.8	.	.	.	-3	.	.	1
[19] O=C(CSc1nnc(-c2cccnc2)s1)Nc1cccc(C(=O)O)c1
    0.4	-0.5	3	-14	0	-5	4	111	-12
[20] COC(=O)C(CC(C)C)NC(=O)/C=C/c1ccccc1Cl (configuration not stated)
    -3.0	-1.0	4	5	3	-3	-13	110	-1
[21] O=C(NCCS(=O)(=O)N1CCCC1)c1ccccc1
    1.5	-0.3	.	.	.	-3	.	.	-3
[22] COc1ccccc1OCCOC(=O)Nc1ccccc1
    0.0	0.4	3	-7	0	-2	20	89	-5
[23] Cn1nccc1C(=O)N1CCN(c2cccc(C(F)(F)F)c2)CC1
    6.7	8.4	-12	-3	11	-6	-9	111	-9
[24] Oc1ccc(N=Nc2ccccc2-c2nn[nH]n2)c(O)c1
    0.2	-0.9	-6	34*	0	-9	-12	99	-6
[25] COc1ccc(C(=O)NC2CCN(C(=O)Nc3ccc(F)cc3)CC2)cc1
    1.4	1.3	-10	-7	-2	-8	12	100	3
[26] CC1CCCC(C(=O)O)N1C(=O)CCS (configuration not stated)
    0.4	1.2	5	-13	4	4	-2	109	-10
[27] O=[N+]([O-])c1ccccc1S(=O)(=O)NCCSCc1ccco1
    1.5	0.6	.	.	.	-5	.	.	-7
[28] CCCCCCCn1c(C)nnc1-c1cnn(C)c1N
    -0.4	0.4	-3	0	4	-8	1	114	-5
[29] CCC(=O)NS(=O)(=O)c1ccc(N=NN2CCCCC2)cc1
    2.9	2.1	-8	0	-3	-3	-9	95	0
[30] CN1CCN(c2ccc(C(=O)c3cn(-c4ccc(F)c(Cl)c4)nn3)cc2)CC1
    1.4	0.8	-7	1	4	-3	3	114	-3
[31] CCNS(=O)(=O)c1ccc(NC(=S)NCC2CCCO2)cc1 (configuration not stated)
    0.4	0.7	4	-9	-3	-5	22	97	-5
[32] CN(CC(=O)Nc1cccc(F)c1)C(=O)c1cc(S(=O)(=O)N2CCCCC2)ccc1N1CCOCC1
    -1.8	-1.2	.	.	.	-1	.	.	-8
[33] Cc1ccccc1NC(=O)c1ccccc1N(C)S(=O)(=O)c1ccccc1
    -1.2	-0.4	.	.	.	-6	.	.	3
[34] C/C(=C\c1ccccc1)CN1CCN(c2cccc(Cl)c2)CC1
    -1.4	0.5	-15	1	7	-3	-2	109	-4
[35] CCOc1ccccc1NC(=O)CSc1nnc2c(CC)c(C)nc(N)n12
    0.1	-0.4	-5	5	2	-6	3	101	-4
[36] CCCc1nc(SCC(N)=O)[nH]c(=O)c1CC
    3.2	1.5	2	-3	4	-8	15	102	9
[37] O=C(Nc1ccc(S(=O)(=O)N2CCCCC2)cc1)C1CCCCC1
    3.3	4.5	5	0	-1	-8	-23	91	-11
[38] O=C(COC(=O)c1cccc2c1C(=O)c1ccccc1C2=O)NC1CCCCC1
    -0.6	-1.6	-6	-5	19	-3	23	107	-9
[39] Cc1cccn2c(=O)c3cc(C#N)c(=N)n(CCCN4CCOCC4)c3nc12
    -0.9	-0.3	-12	15	6	2	.	107	4
[40] O=C1N=c2ccc(Br)cc2=C1c1sc(=S)n(NS(=O)(=O)c2ccccc2)c1O
    -1.7	0.2	-7	10	-11	-6	2	87	-5
[41] C=CCNC(=S)NNC(=O)c1ccccc1
    0.0	1.1	-3	19	4	-4	.	112	-6
[42] CC(=O)Nc1nc(NC(=O)/C=C/c2ccccc2)n(-c2ccccc2)n1
    0.9	1.4	-4	2	2	0	18	105	0
[43] CN(CC(=O)NCC(=O)Nc1ccc(F)cc1)C1CCS(=O)(=O)C1 (configuration not stated)
    1.0	-0.4	.	.	.	1	.	.	-6
[44] COc1ccccc1OCc1ccc(C(=O)NCc2cccnc2)o1
    -0.5	0.0	16	-7	10	-7	16	107	-2
[45] Cc1cc(C(=O)NCc2ccc(S(N)(=O)=O)cc2)c(C)o1
    0.0	-0.5	-3	4	5	-6	6	107	-6
[46] O=C(Cc1ccccc1)Nc1cc2c(cc1Cl)OCCCO2
    -1.8	0.0	-6	-1	4	-11	3	109	0
[47] CCOC(=O)c1nnn(-c2nonc2-n2cccc2)c1-c1cccc([N+](=O)[O-])c1
    -1.1	-1.1	-1	1	-6	-3	6	93	-5
[48] Cc1cc[n+](CC(=O)N2CCCc3ccccc32)cc1
    0.0	0.9	-15	-18	-4	-6	8	96	-2
[49] CC1=C(C(N)=O)C(c2cccnc2)n2nc(-c3cccc(Cl)c3)nc2N1 (configuration not stated)
    0.0	0.2	13	-11	2	-2	3	100	-11
[50] CC(C)Oc1ccccc1OCCN(C)C
    0.9	-0.2	-12	3	1	-4	20	106	1

The list continues.
Values run as follows: OXTR ag	V1aR counter	GPR7 antag	M18AAP inhibitor	MEKK2mut PB1 HTS	GalR3 antag	NALP1 inh	MEKK2wt PB1 HTS	OXTR potentiate
[51] CCOC(=O)c1c(CSc2ccc(C)cc2)oc2ccc(O)cc12
    -1.8	-0.6	-12	3	-1	-1	11	96	-12
[52] COc1ccc(CC(=O)Nc2nc(-c3cccnc3)cs2)cc1
    0.7	0.3	-8	-1	17	0	24	110	-4
[53] O=S(=O)(c1ccc(Br)s1)N1CCN(c2ccnc3cc(Cl)ccc23)CC1
    0.5	3.3	28*	-2	-10	1	24	98	-12
[54] Cc1cc(NC(=O)CCNS(=O)(=O)c2cc(Br)cnc2N)ccc1Br
    12	5.7	5	-2	1	1	-12	96	-11
[55] CCC12CN3CCN(CC(C3)/C1=N\NC(=O)c1ccc(C(C)(C)C)cc1)C2
    -0.9	0.3	5	3	2	-4	32	104	2
[56] Cc1cc(C(=O)OCC(=O)c2ccc(Br)s2)c(C)o1
    2.9	6.2	-2	14	.	.	-5	.	-3
[57] CC(C)C(=O)NC(=S)Nc1ccccc1C(=O)Nc1ccccc1
    -1.5	-0.7	-14	5	-1	-9	-11	95	5
[58] CC(C)OC(=O)/C(=C\c1cccc2ccccc12)NC(=O)c1ccccc1
    -2.1	-0.6	7	1	-1	-8	26	97	-4
[59] COc1ccc(S(=O)(=O)N(C)CC(=O)NCCC2=CCCCC2)cc1
    -1.7	1.1	2	-11	4	0	-15	108	-5
[60] CC1CN(C(=O)CCC(=O)NCCCN2C(C)CCCC2C)c2ccccc2O1 (configuration not stated)
    -0.8	0.1	-1	7	1	.	-10	102	-2
[61] CC(C)CNC(=O)c1ccccc1NC(=O)Nc1ccccc1
    -2.1	-0.3	0	4	0	-8	-1	90	-2
[62] O=c1c2ccccc2nc2n1CCN2Cc1ccc(Cl)cc1
    9.2	9.0	5	2	4	.	35	101	-10
[63] Cn1c(=O)c2c(nc(NCC3CCCC(CN)C3)n2Cc2ccc(Cl)cc2Cl)n(C)c1=O (configuration not stated)
    -1.6	0.0	4	0	30*	-4	9	141*	-3
[64] COc1ccc(N2CC(C(=O)NCCS(=O)(=O)N3CCN(c4ccccc4)CC3)CC2=O)cc1 (configuration not stated)
    -0.8	0.3	-11	4	1	-10	13	97	-5
[65] Cn1nc(C(F)(F)F)c(-c2ccccc2)c1N
    -1.0	-0.7	-9	-2	-26	-3	26	90	-3
[66] CC(C)(C)NC(=O)C(c1ccncc1)N(C(=O)Cn1nnc(-c2ccc(F)cc2)n1)c1ccc(F)cc1 (configuration not stated)
    0.2	0.2	-3	-6	-4	0	17	94	-7
[67] CNC(=O)CSc1nc(SC)ns1
    0.4	0.3	-14	-1	1	-4	8	111	-4
[68] CCCCN(C)C(=O)c1cn(-c2cccc(OC)c2)c(=O)c2ccccc12
    -2.0	1.1	2	0	10	-9	18	110	-4
[69] CSc1nc2nc3c(cn2n1)C(=O)CC(c1ccccc1)C3 (configuration not stated)
    3.1	1.6	-11	34*	-15	-1	2	85	-7
[70] COc1cccc(CNC(=O)c2c[nH]n3c(=O)c(Cl)c(C)nc23)c1
    -0.2	-0.5	-13	-10	-4	-2	2	90	-6
[71] CCOc1cc(C(=O)NC(C)CC)cc(OCC)c1OCC (configuration not stated)
    -1.7	-1.0	6	4	4	1	6	104	-1
[72] Cc1ccc(S(=O)(=O)N2CCN(C(=O)Cn3nc(C(=O)O)c4ccccc4c3=O)CC2)cc1
    -0.8	-0.8	-14	-3	4	1	4	99	-4
[73] O=C(Nc1ccc2c(c1)OCO2)N1CCN(c2cccc(C(F)(F)F)c2)CC1
    6.1	7.5	2	5	0	-6	9	99	-22
[74] CCOC(=O)N1CCC(N2Cc3cccc(C(=O)Nc4cc(F)ccc4F)c3C2=O)CC1
    0.6	1.1	-5	-8	7	.	8	109	-5

Compound activity as filed in PubChem.
